# Bioassay records (PubChem)
# PERK inhibitor = human PERK inhibition, primary cell-based screen. Q9NZJ5. CHO PERK-DD fusion, SEAP luminescence translation reporter. inhibition, % at 5.6 µM. 220,000 tested, 0.17% active;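 active = inhibition above the mean inhibition of all tested compounds plus 3 SD, set separately per screening campaign, cut at about 2.9% in these data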;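 note: PERK kinase domain activated by AP20187 dimerizer at 100 nM; 0% = DMSO with dimerizer and 100% = rapamycin at 8.4 µM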
# EBV gp42 block = EBV gp42 inhibition. inhibition, % (tested at 21.74 µM). Fluorescence polarization binding assay, mP read-out. 220,000 tested, 0.42% active. AID 1085; in the data active = inhibition above about 50%
# Target sequence (Q1HVG2 whole entry, looked up): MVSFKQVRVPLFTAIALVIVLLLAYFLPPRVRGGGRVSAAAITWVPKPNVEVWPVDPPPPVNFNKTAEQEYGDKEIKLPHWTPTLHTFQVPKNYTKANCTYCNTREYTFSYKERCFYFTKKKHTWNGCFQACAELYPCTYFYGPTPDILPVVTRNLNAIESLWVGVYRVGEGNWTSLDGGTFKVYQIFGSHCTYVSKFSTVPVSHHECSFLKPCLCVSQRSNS
# zVAD death inh = blocks zVAD induced death of L929 cells; L929 zVAD necroptosis rescue, ATP luminescence, 24 h; with zVAD 60 µM; viability rescue, % at 10 µM; 220,000 tested, 0.38% active; AID 1377;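 active = activation, scaled between plate controls, above about 75%, limit read from the data; inactive = activation under that limit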;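 note: 0% = zVAD with DMSO and 100% = DMSO alone without zVAD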
# KCC2 mod = KCC2 (human) Cl- transport modulation; KCC2 cells, thallium flux FluoZin-2 fluorescence; B-score of Tl+ flux slope (higher = more flux/activation; lower = inhibition) at 10 µM; 190,000 tested, 2.2% active; AID 1456;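 active = thallium flux slope and its plate-corrected score both differing from the plate sample mean at a set confidence after two filtering rounds, in either direction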;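 note: slope of fluorescence scaled to starting intensity during 10 to 20 s after thallium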
# TNF death inh = TNF-alpha cell death inhibition in Jurkat FADD-/- cells | activation (protection from cell death), % at 10 µM | Jurkat FADD-/- TNF necroptosis rescue, ATP luminescence, 24 h; 0 = TNF only, 100 = no-TNF cells | 220,000 tested, 0.068% active | AID 463075;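 active = activation, meaning protection from cell death, of at least 50% relative to plate controls; inactive = activation below 50%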;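 note: necroptosis triggered by 40 ng/mL TNF-alpha added together with compound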
# MDM2 E3 inh = inhibitors of human Mdm2 E3 ubiquitin ligase; cell-based MDM2 ubiquitination luciferase reporter, 2 h; 0 = plate control, 100 = twice control, blank-subtracted; 210,000 tested, 0.11% active; signal enhancement, % at 5 µM; AID 1230;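 active = signal enhancement of 30% or more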;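 note: luminescence tracks abundance of the self-degrading MDM2-luciferase fusion protein; higher signal means inhibition of MDM2 E3 ligase activity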
# Target sequence (Q00987 whole entry, looked up, the tested form may be a part): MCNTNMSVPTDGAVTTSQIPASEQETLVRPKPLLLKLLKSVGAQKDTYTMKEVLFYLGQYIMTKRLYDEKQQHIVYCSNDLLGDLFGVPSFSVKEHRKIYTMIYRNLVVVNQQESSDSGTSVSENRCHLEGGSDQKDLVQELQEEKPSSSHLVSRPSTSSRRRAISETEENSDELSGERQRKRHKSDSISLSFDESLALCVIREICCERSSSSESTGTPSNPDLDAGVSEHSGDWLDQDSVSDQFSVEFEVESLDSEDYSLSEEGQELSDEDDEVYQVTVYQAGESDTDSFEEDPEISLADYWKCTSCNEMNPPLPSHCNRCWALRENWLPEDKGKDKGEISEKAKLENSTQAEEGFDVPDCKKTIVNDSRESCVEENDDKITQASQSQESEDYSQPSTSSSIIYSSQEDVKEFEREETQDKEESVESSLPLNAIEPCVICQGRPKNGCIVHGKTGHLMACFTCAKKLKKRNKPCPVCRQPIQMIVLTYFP
#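 Test system: stable mammalian line carrying autodegrading MDM2–luciferase fusion reporter; quantity: 2000 cells in each well; times: 4 h cell settling then 2 h compound exposure, 37 °C; detection: luminescence with SteadyLite reagent, 15 min at room temperature; evaluation: percent signal gain over controls, blank-subtracted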
# Rad51 HR inh = Rad51 (human) homologous recombination inhibition; inhibition, % at 10 µM; hRad51 DNA strand exchange, fluorescence dequenching; Q06609; AID 1385; 200,000 tested, 0.085% active;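 active = inhibition above 40% at the single screening dose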;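 note: 0% = DMSO control wells and 100% = blanks with heterologous ssDNA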
# Target sequence (Q06609 whole entry, looked up): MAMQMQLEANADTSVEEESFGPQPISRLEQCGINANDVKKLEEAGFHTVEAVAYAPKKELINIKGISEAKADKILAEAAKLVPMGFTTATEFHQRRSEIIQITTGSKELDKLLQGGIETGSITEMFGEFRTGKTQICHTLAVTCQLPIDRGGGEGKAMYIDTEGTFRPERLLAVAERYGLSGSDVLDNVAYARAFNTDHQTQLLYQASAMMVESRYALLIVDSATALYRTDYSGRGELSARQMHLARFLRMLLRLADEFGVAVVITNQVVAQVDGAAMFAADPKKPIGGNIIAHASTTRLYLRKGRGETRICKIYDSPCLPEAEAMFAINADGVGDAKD
#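 System: hRad51 filaments on single-stranded DNA; reagent: Fluorescein- and BHQ1-tagged 47-mer duplex; compound dosing: one concentration, 10 µM final; timing: filaments 15 min 37 °C, then compound 30 min; measured by: fluorescein emission 520 nm, excitation 485 nm; benchmarks: per-plate controls and blanks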
# Calpain2 inh = calpain II (pig) inhibition. 220,000 tested, 0.37% active. inhibition, % at 16 µM. purified calpain II, fluorogenic peptide substrate, 30 min;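 active = inhibition above about 50%, limit read from the data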
# eIF4E-4G inh = inhibitors of eIF4E and eIF4G interaction in translation initiation; TR-FRET eIF4E-eIF4GI(517-606) binding, 2 h; inhibition, % at 21.7 µM; 220,000 tested, 0.37% active; AID 782;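 active = inhibition above about 30%, limit read from the data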;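 note: 0% = full FRET control wells and 100% = background wells lacking eIF4GI fragment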
# * marks the source's active call; other numbers are inactive results; i = inactive; . = not tested or not shown; [ ] = dose if it differs, or a comment. Rows are unselected (roughly 3.6% active in at least one column).
SMILES,PERK inhibitor,EBV gp42 block,zVAD death inh,KCC2 mod,TNF death inh,MDM2 E3 inh,Rad51 HR inh,Calpain2 inh,eIF4E-4G inh
COc1ccc(CCNC(=O)NC2CCCCC2)cc1OC,0.6,-6,0.1,0.35,-0.2,-9,-5,-46,-17
COc1cccc(NC(=S)NN2CCN(C)CC2)c1,0.8,-15,0.1,0.028,-2.7,1,6,-9,-4[fluorescence artefact?]
COc1ccc(-c2noc(CCC(=O)Nc3cc(OC)ccc3OC)n2)cc1,-1.5,-19,0.1,0.14,-0.4,-10,3,-17,-9
Cc1c(NC(=O)c2cccc(NC(=O)c3ccco3)c2)cccc1C(=O)O,0.7,-12,0.2,0.19,-0.5,-30,-2,1,8[fluorescence artefact?]
S=c1[nH]nc([C@@H]2C[C@H]2c2ccccc2)n1-c1ccccc1,-0.1,11,0.2,0,1.0,-10,7,41,5[fluorescence artefact?]
N/C(=N\NC(=O)c1cccs1)c1cc2ccccc2oc1=O,0.8,5,-0.1,-0.37,0.6,-13,-14,16,1
COCCNC(=O)C(=O)NCC1OCCCN1S(=O)(=O)c1cccs1 (stereo unspecified),0.6,-11,0.2,1,0.6,-4,-2,6,6
Cc1nc(-c2cc(C#N)c(Sc3cccc(C(F)(F)F)c3)nc2C)cs1,1.9,-4,0.1,0.038,-0.2,-13,9,-15,6
COc1ccc(NC(=S)NCCC2=CCCCC2)cc1OC,0.8,-9,-1.1,0.68,-3.1,-14,.,14,0
O=C(NCc1ccccc1)C1CC2CCCC(C1)C2=O (stereo unspecified),0.5,-16,-0.9,0.36,1.3,-10,0,-8,0
OCCNc1ncnc2c1c(-c1ccccc1)c(-c1ccccc1)n2Cc1ccco1,-0.8,21,-0.9,-2.8,-1.1,-5,5,-77,6
O=C(CCNS(=O)(=O)c1cccc2nonc12)NC1CCCCC1,1.0,-12,2.5,0.76,0.0,-10,12,10,2
Cc1ccc(N=C2CCCN2Cc2ccccc2)c(C#N)c1,-1.0,-12,-1.1,0.0031,-0.3,.,1,20,8
O=C(NCc1ccco1)c1ccccc1-c1nc(-c2ccc(F)cc2)no1,-0.2,-9,-0.5,-0.74,-5.1,-13,23,14,5
O=C(NC1CCS(=O)(=O)C1)/C(=C\c1ccccc1)NC(=O)c1ccccc1 (stereo unspecified),0.5,-17,1.2,0.68,2.4,-8,-4,15,1
O=C(CSc1ccc2c(c1)OCCO2)Nc1ccc(N2CCOCC2)cc1,0.2,-7,-0.2,0.53,0.8,-4,2,14,1
O=C(NCc1ccc(Cl)cc1)C(=O)NCC1OCCN1S(=O)(=O)c1cccs1 (stereo unspecified),-0.2,-11,1.6,-0.01,5.1,.,-6,16,2
Cc1cc(C)cc(OCC(=O)Nc2ccccc2N2CCCCC2)c1,0.5,2,0.1,-0.57,0.7,-6,-1,0,-4
Cc1cc(-c2nnc3n2CCCCC3)c(C)n1-c1ccccc1,0.8,-9,-0.2,-0.47,-2.6,-13,3,-8,-2
CCOC(=O)N/N=C(/C)c1ccc(N2C(=O)C3CCCCC3C2=O)cc1 (stereo unspecified),1.0,-5,0.6,0.081,0.3,-1,-24,-3,0

# A run of entries taken from the entries so far, as a working copy:
SMILES,PERK inhibitor,EBV gp42 block,zVAD death inh,KCC2 mod,TNF death inh,MDM2 E3 inh,Rad51 HR inh,Calpain2 inh,eIF4E-4G inh
O=C(CCNS(=O)(=O)c1cccc2nonc12)NC1CCCCC1,1.0,-12,2.5,0.76,0.0,-10,12,10,2
Cc1ccc(N=C2CCCN2Cc2ccccc2)c(C#N)c1,-1.0,-12,-1.1,0.0031,-0.3,.,1,20,8
O=C(NCc1ccco1)c1ccccc1-c1nc(-c2ccc(F)cc2)no1,-0.2,-9,-0.5,-0.74,-5.1,-13,23,14,5
O=C(NC1CCS(=O)(=O)C1)/C(=C\c1ccccc1)NC(=O)c1ccccc1 (stereo unspecified),0.5,-17,1.2,0.68,2.4,-8,-4,15,1
O=C(CSc1ccc2c(c1)OCCO2)Nc1ccc(N2CCOCC2)cc1,0.2,-7,-0.2,0.53,0.8,-4,2,14,1
O=C(NCc1ccc(Cl)cc1)C(=O)NCC1OCCN1S(=O)(=O)c1cccs1 (stereo unspecified),-0.2,-11,1.6,-0.01,5.1,.,-6,16,2
Cc1cc(C)cc(OCC(=O)Nc2ccccc2N2CCCCC2)c1,0.5,2,0.1,-0.57,0.7,-6,-1,0,-4
Cc1cc(-c2nnc3n2CCCCC3)c(C)n1-c1ccccc1,0.8,-9,-0.2,-0.47,-2.6,-13,3,-8,-2
CCOC(=O)N/N=C(/C)c1ccc(N2C(=O)C3CCCCC3C2=O)cc1 (stereo unspecified),1.0,-5,0.6,0.081,0.3,-1,-24,-3,0

# Further records.
SMILES,PERK inhibitor,EBV gp42 block,zVAD death inh,KCC2 mod,TNF death inh,MDM2 E3 inh,Rad51 HR inh,Calpain2 inh,eIF4E-4G inh
COc1ccc2c(c1)CCC(C)N2C(=O)C(=O)c1c[nH]c2ccccc12 (stereo unspecified),-1.1,-11,0.7,-0.75,-6.4,-5,-4,-7,-3
COc1cccc(C(=O)Nc2cnn(C(C)C)c2)c1,1.8,2,22,0.81,0.5,-15,13,-23,0
CCOC(=O)C1=NN(c2ccccc2)C2(S1)SC(C(C)=O)=C(C)N2c1ccccc1 (stereo unspecified),-0.5,9,-0.2,.,0.1,-12,-1,23,-1
COc1ccc(/C=N/Nc2nonc2N)cc1,0.5,-12,0.0,-0.8,-1.8,8,4,3,-5
COC(=O)Cc1ccc(NC(=O)c2ccc(C)c(C)c2)cc1,-0.6,5,4.4,.,-1.1,-18,2,11,-6
CCN1CCc2nc(NC(=O)CC(c3ccccc3)c3ccccc3)sc2C1,0.5,-21,0.4,-0.54,-1.1,-27,1,-59,-11
COc1cccc(C(=O)Nc2cccc(OC(C)=O)c2)c1,-0.2,-3,0.1,-0.038,-2.8,-6,-3,18,6
OCC1CCCN(C2CCN(Cc3nc(Cc4cccc(C(F)(F)F)c4)no3)CC2)C1 (stereo unspecified),0.7,-7,-1.3,1.1,0.0,1,2,-37,7
CN1CCN(C2=C(Cl)C(=O)N(CCc3ccccc3)C2=O)CC1,0.1,8,-1.0,0.097,-0.6,12,-2,-13,-16
O=C(NCCCn1ccnc1)C(=O)Nc1ccccc1,0.9,4,1.4,0.22,-1.2,-4,1,-41,-1
Clc1ccc(C2[C@H]3CN(CC4CCCCC4)[C@H](c4ccccc4)C34CC2(c2cccnc2)C4)cn1 (stereo partly specified),.,-20,0.8,-0.032,1.1,16,0,-39,1
O=C(Cc1cccc(C(F)(F)F)c1)NCc1ccc(Cl)cc1Cl,-0.6,-16,-0.1,-2,-0.5,-5,5,13,3
O=C(NCC1CCCO1)c1ccc(NC(=O)C2CC=CCC2C(=O)O)cc1 (stereo unspecified),-0.1,-8,0.4,0.32,-1.1,-3,0,-4,9[fluorescence artefact?]
Fc1ccccc1/C=N/n1cc(-c2ccccc2)[nH]c1=S,0.2,-7,-0.8,75*,-1.6,.,23,5,-12
Cc1c(-c2ccccc2)nc2ccccc2c1C(=O)Oc1ccc([N+](=O)[O-])cc1,0.1,-20,-0.2,0.029,-12,-4,-3,0,-8[fluorescence artefact?]
O=C(CCC(=O)c1ccc(F)cc1)Nc1cccc(C(F)(F)F)c1,1.0,5,0.6,-2.6,0.7,13,-4,4,0
Cc1cc2cc(CNC(=O)c3ccc4c(c3)OCO4)ccc2n1C,0.2,-1,2.4,-0.93,0.1,-4,-7,-57,1[fluorescence artefact?]
CC1(C)Oc2ccc3ccc(=O)oc3c2/C(=C/NC2CCCCC2)C1=O,-1.8,-14,-0.6,-0.2,0.8,2,3,-9,3
C=CCn1c(COc2ccc(Cl)cc2)nnc1SCC(=O)N/N=C/c1ccccc1,0.3,-23,0.4,0.083,-2.8,-7,-2,25,3
CNC(=S)Nc1cccc(C(=O)O)c1,1.1,5,0.4,0.74,-1.3,-21,18,-1,-6
C[C@H](NC(=O)OC(C)(C)C)c1nnc(SCC(=O)Nc2ccc(Br)cc2)o1,0.4,-27,-0.2,-1.1,-3.4,-20,8,-5,-2
COc1ccccc1OCC(=O)Nc1cccc(-c2nc3ccccc3o2)c1,0.4,-13,-0.5,0.84,-1.1,-16,11,-84,-15
CC1Cc2ccccc2N1C(=O)CCNS(=O)(=O)c1ccc2c(c1)CCC(=O)N2 (stereo unspecified),-0.2,-3,-1.0,-0.56,-2.2,-8,1,21,0
Cc1ccc(-c2nnc(SCc3nc(N)nc(Nc4ccccc4C)n3)n2N)cc1,-0.4,-12,0.2,0.056,-2.6,-3,.,-16,-3
O=C(O[C@@H]1Cc2c(O)cc(O)cc2O[C@@H]1c1cc(O)c(O)c(O)c1)c1cc(O)c(O)c(O)c1,0.3,1,.,0.077,.,.,2,26,9
CC1=C(C(=O)Nc2ccccc2)C(c2ccco2)C(C#N)=C(SCc2ccccc2)N1 (stereo unspecified),-1.7,-2,1.3,.,-0.8,-8,-1,-67,-3
CCn1nc(NC(=O)c2cccs2)c2cc3ccccc3nc21,-0.6,-14,2.5,-1.2,-0.8,-18,2,-51,0
O=C(CSc1nc2ccccc2s1)NC1CCCC1,-0.6,-18,0.1,2,-1.6,-11,-9,12,3
Cc1ccc2c(O)c(C)c(=O)[nH]c2n1,2.1,-21,1.5,.,-0.4,3,-2,-25,4
CC(=O)Nc1ccc(S(=O)(=O)NNC(=O)c2cccc3ccccc23)cc1,0.2,-9,0.1,0.021,-1.4,-15,3,-4,-9
CN1CCN(C2CC(=O)N(CCc3ccccc3)C2=O)CC1 (stereo unspecified),0.8,-11,0.4,-0.071,3.4,-2,16,-22,1
N#CC1=C(N)NC(SCc2ccc(Br)cc2)=C(C#N)C12CCCCC2,0.8,10,0.6,-1.3,3.0,-5,.,24,5
COc1ccc2nc(N3CCOCC3)cc(C)c2c1,-0.1,-18,-0.1,-0.3,-3.4,-18,-9,i,2
CS(=O)(=O)N1CCC(C(=O)N2CCN(c3cccc(Cl)c3)CC2)CC1,1.5,-3,-0.1,0.016,-0.9,0,-2,-2,1
CC1=C(C(=O)Nc2ccc(C)cc2C)C(c2ccc([N+](=O)[O-])cc2)n2ncnc2N1 (stereo unspecified),0.4,-3,-0.2,1.3,-2.5,-14,-4,2,2
Cc1oc2ccc(O)c(CN3CCOCC3)c2c1C(C)O (stereo unspecified),0.7,-4,-0.5,-0.49,-0.7,4,16,11,-3
CCCCn1c(=N)n(CC(O)c2ccccc2)c2ccccc21 (stereo unspecified),-0.8,-10,0.0,-1.3,1.5,-25,4,19,-1
Brc1c(-c2ccc3c(c2)OCO3)nc2ncccn12,1.7,-4,-0.1,0.46,-1.0,-17,.,-94,4
